Salmonella PhoP GFP: PhoP-dependent GFP reporter repression – Salmonella Typhimurium, primary screen (AID 1863) | S. Typhimurium PhoP-regulated promoter GFP reporter, 4 h; higher % means a stronger effect | hit rate 0.16% among 300,000 | inhibition, % at 50 µM; hits with a dose series show IC50 in µM;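 active = inhibition over 29.93%, a cutoff 3 SD above the screen mean, later confirmed by dose response; inconclusive = inhibition over 29.93% but no dose response follow-up; inactive = inhibition at most 29.93% or unconfirmed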;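 also: 0% = low Mg2+ inducing control and 100% = high Mg2+ repressing control; strong numbers were not always called active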
Rac1 GTP hydrolysis: MgcRacGAP GTPase-activating activity inhibitors, confirmation, biochemical, ADP Hunter fluorescence; MgcRacGAP-stimulated Rac1 GTP hydrolysis, ADP Hunter fluorescence; higher % means a stronger effect; GST-tagged Rac1 F28L mutant substrate; one-dose inhibition, % at 30 µM; IC50 in µM for titrated hits; hit rate 0.6% among 340,000; AID 624330;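 active = first-screen hits whose inhibition reached a set limit at any dose in the follow-up dose series; inconclusive = inhibition above the set first-screen limit but never retested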;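 also: fluorescence reports GDP produced by GAP-driven GTP hydrolysis; strong numbers were not always called active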
NTR1 ag: NTR1-driven beta-arrestin-GFP spot formation – imaging, U2OS cells, high content, primary screen (AID 493036). P30989. agonist mode. activation, % at 20 µM. hit rate 0.17% among 330,000;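 active = activation at or above 40% of the spot to cytoplasm intensity ratio, with at least 20 cells analyzed; inconclusive = wells under 20 cells, flagged as cytotoxic or low count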;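 also: 0% = DMSO without peptide and 100% = 100 nM NTR1 peptide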
Target sequence (P30989 whole entry, looked up): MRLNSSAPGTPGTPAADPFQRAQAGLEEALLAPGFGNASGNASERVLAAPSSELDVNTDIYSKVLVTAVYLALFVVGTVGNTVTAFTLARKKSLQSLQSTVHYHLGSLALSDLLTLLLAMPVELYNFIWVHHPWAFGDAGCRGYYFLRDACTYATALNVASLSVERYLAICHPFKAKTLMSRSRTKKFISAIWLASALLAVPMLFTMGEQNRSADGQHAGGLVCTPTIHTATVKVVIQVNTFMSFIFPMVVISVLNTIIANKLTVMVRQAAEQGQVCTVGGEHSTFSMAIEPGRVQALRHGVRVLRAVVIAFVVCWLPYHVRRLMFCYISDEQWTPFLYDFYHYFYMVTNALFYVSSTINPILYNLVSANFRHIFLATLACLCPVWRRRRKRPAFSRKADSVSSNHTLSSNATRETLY
Myeloid diff 2: promotes myeloid progenitor differentiation. ER-HoxA9 myeloid progenitors, lysozyme-GFP differentiation, flow cytometry. calls only at 10 µM. hit rate 1% among 360,000. AID 624256;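 active = normalized GFP-positive differentiation at or above the plate's own cutoff, the solvent-only control mean plus 3 SD; inconclusive = no clear call, values can overlap the other calls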;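 also: cells exposed to compound for four days before flow analysis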
SV40 large T antigen: TAg ATPase/helicase activity blockers – biochemical (AID 1903) | SV40 large T antigen ATPase/helicase inhibition assay; higher % means a stronger effect | inhibition, % at 20 µM, or IC50 in µM where a hit was titrated | hit rate 0.39% among 310,000; in the data active = a potency from the dose series; inconclusive = inhibition mostly from about 32% at the one dose, without a potency; inactive = the rest, 99 in 100 with inhibition below about 32%; also: strong numbers were not always called active
UTI89 phage lysis: inhibition of K1F phage lysis, E. coli UTI89, bacterial capsule biogenesis inhibitors, alamar blue (AID 488966); E. coli UTI89 K1F phage lysis, alamar blue, 2 h; higher % means a stronger effect; inhibition, % at 100 µM, or IC50 in µM where a hit was titrated; hit rate 0.02% among 340,000;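 active = phage lysis inhibition, versus mean bacterial control, above a set limit; inconclusive = no clear call, values can overlap the other calls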;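 also: capsule biogenesis inhibitors block K1F phage lysis so surviving cells raise fluorescence; higher fluorescence means more inhibition of phage lysis; actives were called in the ten point dose series up to 300 µM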
TNAP activation fold: stimulation of alkaline phosphatase TNAP activity – biochemical, luminescent, no phosphate acceptor, uHTS, primary screen (AID 1001). activation fold at 20 µM; hits with a dose series show EC50 in µM. hit rate 0.03% among 200,000. purified TNAP, luminescent activation assay, no phosphate acceptor; higher activation fold means a stronger effect; in the data active = activation fold from about 3, or a potency from the dose series; inactive = the rest, 99 in 100 with activation fold below about 1.6; also: many of its hits are not listed in these tables
T cell modulator: T cell immune modulators affecting CD8 T cell-vesicle binding; calls only at 7 µM; 2C CD8+ T cell-vesicle binding, flow cytometry; active compounds read low; hit rate 0.068% among 330,000;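 active = response, share of CD8 T cells binding vesicles, and their 90th percentile fluorescence all below set limits, cut at about 80% in these data, passing the limit was not always enough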
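Assay system – 2C mouse CD8+ T cells · Also added – QL9-loaded Drosophila micro-vesicles · Timing – Cell–vesicle co-incubation 1.5 h at 37 °C, staining 20 min on ice · Signal – flow cytometry of vesicle-bound cells · Measure – percent CD8+ FL2 mean versus row control · Controls – Peptide-free naked vesicles (low) and QL9 vesicles with 0.7% DMSO vehicle (high)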
RSV antiviral HEp-2: RSV antiviral activity via CPE protection, HEp-2 cells, primary 10 µM value included (AID 2391). HEp-2 cells, RSV-induced CPE inhibition; higher % means a stronger effect. one-dose CPE inhibition, % at 10 µM; IC50 in µM for titrated hits. hit rate 0.13% among 310,000; in the data active = a potency from the dose series; inconclusive = CPE inhibition mostly from about 23% at the one dose, without a potency; inactive = the rest, 99 in 100 with CPE inhibition below about 21%; also: strong numbers were not always called active
T cell modulator vesicle-bound %: further read-out of T cell modulator, marked with its call; double positive events, %; measured here: CD8+ vesicle-bound cell fraction;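 binding gate set so that unloaded-vesicle control wells show 10% double positive cells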
NTR1 ag cell count 20 µM: second read-out of NTR1 ag, no call of its own (marks repeat the call); cell count; measured here: cell count, cytotoxicity flag
Myeloid diff 2 GFP+ MAC1+ %: further read-out of Myeloid diff 2, marked with its call; GFP+ MAC1+ double positive, %; measured here: differentiation confirmed by MAC1 staining
* hit, by the source's call; i = inactive; ? = inconclusive; nt = not tested or not shown; [ ] = remark or other dose.

Molecule	Salmonella PhoP GFP	Rac1 GTP hydrolysis	NTR1 ag	NTR1 ag cell count 20 µM	Myeloid diff 2	Myeloid diff 2 GFP+ MAC1+ %	SV40 large T antigen	UTI89 phage lysis	TNAP activation fold	T cell modulator	T cell modulator vesicle-bound %	RSV antiviral HEp-2
Cc1ccccc1CS(=O)(=O)CCC(=O)O	0%	4%	-0.4	33	i	0.9	1%	-0.3%	1.1	i	5	2.3%
O=C(NCCCc1ccccc1)c1ccccc1O	13%	3%	1.0	35	i	2.7	3%	2.0%	1.1	i	63	4.0%
C/C(=N\NC(=O)C1CC1)c1ccc(Cl)c(Cl)c1	8%	2%	-2.0	47	i	0.4	11%	2.4%	1.1	i	40	50%
Cc1ccc(C2(C)NC(=O)N(CC(=O)Nc3ccc(S(=O)(=O)Nc4nccs4)cc3)C2=O)cc1 (stereo not given)	-3%	1%	-0.3	62	i	0.3	13%	0.0%[50 µM]	nt	i	29	-0.1%
O=C(c1ccc(N2CCCCS2(=O)=O)cc1)N1CCN(c2ccc(N3CCOCC3)nn2)CC1	5%	3%	-0.1	49	i	1.0	2%	-0.6%	1.1	i	40	1.5%
CC1CCCC(NCC(=O)Nc2ccc(C(N)=O)cc2)C1C (stereo not given)	10%	-8%	1.5	41	i	0.7	3%	-0.8%	1	i	9	-0.5%
CC(=O)Nc1ccc(NC(=O)c2cc(-c3ccccc3)nc3ccccc23)cc1	-5%	16%	-0.7	61	i	0.5	15%	0.2%	nt	i	58	1.7%
CCOC(=O)N1CCc2c(sc(NC(=O)c3ccc(Cl)s3)c2C(N)=O)C1	13%	nt	23	51	nt	nt	19%	nt	1	i	38	-3.7%
COc1cc(OC)cc(C(=O)NNC(=O)c2ccc3c(c2)OCCO3)c1	nt	1%	-1.2	59	i	0.6	nt	1.1%	nt	i	36	nt
COCCCNC(=S)N/N=C/c1ccc(OC)cc1	-13%	nt	-0.5	60	i	0.1	11%	nt	nt	i	32	nt
O=S(=O)(NCC(c1cccnc1)N1CCN(c2ccc(F)cc2)CC1)c1ccccc1 (stereo not given)	nt	1%	0.5	54	i	8.3	nt	0.0%	nt	i	56	-0.3%
COc1ccc(CCNS(=O)(=O)c2cc(C(=O)O)c(Cl)cc2Cl)cc1	0%	0%	1.2	32	i	0.5	-1%	0.0%	1.1	i	30	2.1%
COc1ccccc1CNC(=O)CCCNC(=O)c1ccc(Cl)cc1	-5%	5%	-0.5	48	i	0.2	10%	0.6%	nt	i	28	3.7%
COc1ccc(C(=O)NCN2CCN(c3ccccc3)CC2)cc1OC	nt	3%	2.7	61	i	1.0	nt	0.6%[50 µM]	nt	i	37	-0.3%
Cn1cccc1CC(=O)NNC(=O)Nc1cccc(Cl)c1	12%	8%	0.9	85	i	0.2	15%	0.0%	1.2	i	54	0.9%
CCC1CCc2sc(C(=O)NCc3ccccn3)cc2C1 (stereo not given)	0%	6%	1.7	67	i	2.9	15%	0.0%	nt	i	16	13%
CC(=O)N1c2ccc(S(=O)(=O)N3CCCCC3)cc2CC1C(=O)Nc1ccccc1C(F)(F)F (stereo not given)	8%	5%	1.5	74	i	1.3	6%	0.4%	nt	i	56	4.4%
Cc1nc(C)n(C(=O)N(c2ccccc2)c2ccccc2)n1	-7%	14%	11	90	i	0.9	9%	3.7%	1.1	i	22	1.3%
Cc1c(N(C)C)c(=O)n(-c2ccccc2)n1C	nt	3%	2.9	51	i	0.9	nt	-1.1%	nt	i	25	1.9%
CCN(C(=O)COC(=O)c1cc(S(=O)(=O)N(C)C)ccc1Cl)C1CCS(=O)(=O)C1 (stereo not given)	-3%	0%	-0.3	68	i	0.8	-3%	1.3%[50 µM]	nt	i	10	-0.2%
COc1ccccc1CCC(=O)Nc1ccc(C)cc1Cl	-3%	2%	1.2	59	i	0.8	5%	-0.2%	1.1	i	32	0.5%
S=C(NCCc1ccccc1)NCc1ccccc1Cl	8%	5%	-0.3	44	i	0.5	16%	2.1%	1.1	i	45	0.7%
CCC(=O)NC(=S)Nc1ccc(NC(=O)COc2ccc([N+](=O)[O-])cc2)cc1	4%	3%	0.5	91	i	0.2	9%	-0.1%	1	i	50	11%
CC(C)Cn1c(SCC(=O)Nc2cccc(S(N)(=O)=O)c2)nc2ccccc2c1=O	-10%	4%	0.1	58	i	0.5	-1%	0.3%	1	i	35	2.5%
O=C(Oc1ccccc1)c1cc2ccccc2oc1=O	0%	-4%	-2.3	69	i	1.2	15%	-0.2%	0.9	i	45	2.5%
CC(=O)N1CCN(c2ccc(NC(=O)c3ccc(Cl)c([N+](=O)[O-])c3)cc2)CC1	18%	8%	0.9	74	i	0.2	14%	-0.1%	nt	i	33	-0.4%
Cc1nn2c(=S)[nH]nc2[nH]c1=O	5%	25%	-0.7	49	i	0.5	22%	2.6%	1	i	62	0.7%
O=CNCCCc1nc2ccccc2n1Cc1ccccc1	-1%	-1%	-0.6	79	i	1.5	3%	0.2%	1.1	i	34	-1.0%
CCc1ccc2[nH]c(=O)c(C(c3nnnn3CC3CCCO3)N3CCN4CCCC4C3)cc2c1 (stereo not given)	-5%	9%	-0.1	62	i	8.4	4%	0.2%	1.1	i	66	-0.9%
Cc1[nH]c2ccccc2c1SCC(=O)N1CCCc2ccccc21	6%	2%	0.2	63	i	1.8	9%	-0.3%	1.1	i	21	4.9%
COc1ccc(C(=O)CN2CC(C)SC2=Nc2ccc(Cl)cc2)cc1 (stereo not given)	13%	8%	6.9	67	i	1.3	6%	1.2%[50 µM]	1.1	i	30	1.7%
Cc1ccc(C(=O)NCC(=O)NCC(c2cccs2)N2CCOCC2)cc1 (stereo not given)	nt	6%	5.3	88	i	0.1	nt	0.6%[50 µM]	nt	i	40	2.9%
O=C(CNS(=O)(=O)c1cccc(F)c1)OCC(=O)N1CCCC1=O	nt	10%	-2.4	53	i	1.1	nt	0.8%[50 µM]	nt	i	39	-0.5%
CCOC(=O)CSc1nnc(CNC(=O)c2cccs2)n1-c1cc(C)ccc1C	8%	3%	-0.3	78	i	3.5	-7%	3.1%	1.1	i	13	0.8%
CC(=O)Nc1ccc(S(=O)(=O)NC2=NCN(C)CN2)cc1	5%	0%	-1.5	79	i	0.6	5%	0.2%	1.1	i	56	1.8%
COc1ccccc1N1C(=O)CCC1(C#N)c1ccc(Br)cc1 (stereo not given)	-2%	1%	3.3	95	i	1.5	5%	-0.1%	1.1	i	38	2.5%
COc1ccc(-c2nc3c([nH]2)c(=O)n(C)c(=O)n3C)c(OC)c1	-13%	1%	1.3	56	i	0.4	6%	-0.8%	1	i	40	0.6%
O=S(=O)(c1cccs1)N1CN(Cc2ccc(F)cc2)c2nc3ccccc3nc21	2%	8%	1.4	51	i	0.7	14%	0.1%	1	i	55	3.0%
Cc1ccc(C)c(S(=O)(=O)N2CCC3(CC2)OCCO3)c1	-3%	-8%	-0.4	70	i	2.1	6%	-0.1%	nt	i	55	1.4%
O=C(CSc1nc2ccc([N+](=O)[O-])cc2s1)NC1CCS(=O)(=O)C1 (stereo not given)	0%	-2%	0.0	58	i	0.8	-1%	1.4%	0.9	i	25	-1.7%
CS(=O)(=O)c1ccccc1COC(=O)Nc1ccc(Cl)cc1	10%	6%	1.8	39	i	2.3	-3%	1.2%	1	i	15	?
CCCC(=O)c1cc2c(cc1NC(=O)c1cccs1)OCCO2	2%	4%	0.0	96	i	0.8	2%	3.7%	1	i	46	2.0%
O=C(/C=C/c1ccccc1)Nc1ccc(S(=O)(=O)N2CCOCC2)cc1	5%	1%	-0.3	62	i	2.1	14%	0.0%	nt	i	9	2.1%
COc1ccccc1NC(=O)COC(=O)CNC(=O)C1CCCCC1	nt	-2%	4.6	56	i	2.3	nt	-0.9%	nt	i	43	nt
Cc1ccc(S(=O)(=O)N2CCN(CC(=O)NC(C)c3ccccc3)CC2)cc1 (stereo not given)	nt	13%	-1.6	40	i	0.6	nt	0.6%[50 µM]	nt	nt	nt	nt
COc1cccc(NC(=O)NNC(=O)CCc2ccc(O)c(O)c2)c1	3%	21%	0.7	75	i	0.9	?	0.7%	nt	i	70	0.4%
COc1cccc(OC(=O)N2CCOCC2)c1	1%	5%	4.8	39	i	1.0	-4%	0.7%	1.1	i	19	1.8%
COc1ccc(CCC(=O)NC(C)C2CCCO2)cc1 (stereo not given)	-6%	-15%	-0.8	45	i	0.4	20%	0.1%	nt	i	54	2.0%
O=C(O)C1CCC(=O)N1C(=O)OCc1ccccc1 (stereo not given)	-3%	5%	0.0	40	i	0.4	4%	0.2%	nt	i	60	-0.4%
CCOc1ccccc1OCC(=O)Nc1ccc(OC)c(S(=O)(=O)N2CCCCC2)c1	-9%	6%	1.9	64	i	0.6	15%	1.6%[50 µM]	nt	i	40	2.5%

The listing continues:
Molecule	Salmonella PhoP GFP	Rac1 GTP hydrolysis	NTR1 ag	NTR1 ag cell count 20 µM	Myeloid diff 2	Myeloid diff 2 GFP+ MAC1+ %	SV40 large T antigen	UTI89 phage lysis	TNAP activation fold	T cell modulator	T cell modulator vesicle-bound %	RSV antiviral HEp-2
Cc1nc(C(C)NC(=O)c2cc(COc3ccc(F)c(F)c3)on2)cs1 (stereo not given)	-3%	5%	0.5	67	i	0.9	17%	0.2%	nt	i	22	1.6%
O=C(CN1CCN(S(=O)(=O)c2ccc(Br)cc2)CC1)N/N=C/c1cccs1	-6%	12%	-0.7	41	i	0.1	2%	1.3%	1.1	i	43	2.4%
CCN1CCN(CCCNC(=O)c2ccccc2NC(=O)C2=C(C)OCCS2)CC1	-2%	3%	-0.3	54	i	0.8	9%	0.2%	nt	i	41	0.1%
COC(=O)C1=C(C)N(Cc2ccc(OC)cc2)C(=O)C1	-3%	5%	1.4	61	i	0.9	-2%	11%	1	i	3	0.4%
Cc1ccc(NC(=O)CCOc2ccccc2C)cc1F	4%	0%	0.1	32	i	0.4	-3%	-1.4%	1.1	i	1	?
CCc1c(C(=O)Nc2ccncc2)csc1C	15%	-6%	-0.1	47	i	2.6	13%	6.8%	1.1	i	40	-1.9%

High-throughput results as filed in PubChem BioAssay.

Hits appear at their usual frequency; about 2.3% have a hit in one of these screens.
